Artemis inh: inhibitors of human Artemis endonuclease activity; recombinant Artemis, quenched FAM hairpin cleavage fluorescence; inhibition, % at 10 µM; 30,000 compounds, 0.78% hits; AID 686954;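 active means at 10 µM dose, at least 30% inhibition, measured as corrected fluorescence normalized to stimulator and neutral control wells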
Target sequence (Q96SD1 whole entry, looked up): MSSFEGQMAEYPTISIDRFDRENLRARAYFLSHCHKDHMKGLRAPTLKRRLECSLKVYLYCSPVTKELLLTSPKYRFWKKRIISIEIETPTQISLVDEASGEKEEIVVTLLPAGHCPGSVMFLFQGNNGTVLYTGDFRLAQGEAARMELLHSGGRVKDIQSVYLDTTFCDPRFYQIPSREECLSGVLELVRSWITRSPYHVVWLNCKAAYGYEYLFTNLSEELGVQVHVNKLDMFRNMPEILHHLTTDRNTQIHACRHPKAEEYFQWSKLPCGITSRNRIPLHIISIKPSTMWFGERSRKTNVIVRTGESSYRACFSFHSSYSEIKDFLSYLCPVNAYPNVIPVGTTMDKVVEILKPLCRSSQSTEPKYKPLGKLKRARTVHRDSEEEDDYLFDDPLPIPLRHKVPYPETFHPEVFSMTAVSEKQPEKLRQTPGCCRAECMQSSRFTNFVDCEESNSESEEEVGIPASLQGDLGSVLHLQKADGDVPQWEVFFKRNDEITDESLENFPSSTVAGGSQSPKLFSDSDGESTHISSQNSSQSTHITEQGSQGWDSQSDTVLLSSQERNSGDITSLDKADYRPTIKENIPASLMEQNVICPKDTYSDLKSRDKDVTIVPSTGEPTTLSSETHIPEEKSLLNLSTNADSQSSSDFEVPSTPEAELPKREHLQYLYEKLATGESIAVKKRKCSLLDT
Numbers without * were called inactive.

SMILES | Artemis inh
O=C(C1CCN(CCCc2ccccc2)CC1)N1CCCCC1 | 1
COc1cc(-n2nc(C)c3c2OC(N)=C(C#N)C3c2ccccc2)c(Cl)c(Br)c1O (configuration not stated) | 10
CC1CC(C)CN(C(=O)c2cc3c(s2)CCC3)C1 (configuration not stated) | 1
Cc1ccc(C)c(S(=O)(=O)NCc2ccc(C(=O)NCc3ccccn3)cc2)c1 | -2
O=C(NC1CCSC1=O)c1cccc(C(=O)NC2CCSC2=O)c1 (configuration not stated) | 6
CCC(C)NC(=O)/C(=C/c1ccco1)c1ccccc1 (configuration not stated) | 10
Cc1ccccc1OCC(=O)Nc1ccccc1N1CCOCC1 | -7
CC(C)Cc1n[nH]c(=O)[nH]1 | 0
CSc1nc(N(C)NC(=O)c2ccc(F)cc2)c2ccccc2n1 | -6
O=c1cc(-c2ccccc2)nc2nc(-c3ccccc3)[nH]n12 | 5
CC(C)CN(CC(C)C)C1=N/C(=C\c2ccco2)C(=O)N1c1ccccc1 | 5
CSc1ccc(C#N)cc1NC(=O)c1cccc(Cl)c1 | -11
CCC(=O)Nc1ccc(-c2nc(-c3ccccc3)n(CC(=O)N3CCCCC3)n2)cc1 | -3
Cc1cc(-c2nnco2)c(C)n1-c1ccccc1 | 16
CCc1nc(N)c(C#N)c(-c2ccc(F)cc2)c1C | 1
Cn1cc(-c2nc3ccccc3[nH]2)c2ccccc21 | 0
O=C(CCCSc1nc(-c2ccco2)cc(C(F)(F)F)n1)NCc1cccs1 | 14
COc1ccccc1NC(=O)Nc1ccc(Br)cn1 | -1
COc1ccc(CN2CCN(C(=O)c3cccs3)CC2)c(OC)c1OC | 4
O=C(C1CCN(C2CC(=O)N(c3ccc(Cl)cc3)C2=O)CC1)N1CCOCC1 (configuration not stated) | -4
O=C1NC2c3ccccc3C(=O)N2c2c1cnn2-c1ccccc1 (configuration not stated) | -6
COCc1cc(C)nc(SCC(=O)Nc2ccc(C)c(C)c2)c1C#N | 6
Cc1cccc(C)c1OCc1n[nH]c(=S)o1 | -4
Cc1cccc(-n2c(CCCN3C(=O)c4ccccc4C3=O)nc3ccccc3c2=O)n1 | -11
CC(C)CCN1CN(S(=O)(=O)c2cccs2)c2nc3ccccc3nc21 | -3

Next results follow.
SMILES | Artemis inh
CCN(Cc1ccccc1)C(=O)CSc1nc(C)cc2c1C(=O)OC2 | 0
CN(CCC(=O)Nc1ccc(Br)cc1)Cc1ccccc1 | 0
c1ccc(-c2nnc(-c3ccccn3)nc2NC2CCCCC2)cc1 | 19
CC(=O)Nc1cc2c(cc1C(=O)c1ccccc1)OCCO2 | -7
O=C(/C=C/c1ccc([N+](=O)[O-])cc1)NCc1cccnc1 | 1
Cc1noc(COc2ccc(OCc3nc(C)no3)cc2)n1 | 4
Cc1cc(C)nc(NS(=O)(=O)c2ccc(NC(=S)NC(=O)CC(C)C)cc2)n1 | -2
COc1ccc(NC(=O)CSc2nc(C)cc(C)n2)cc1 | 0
Cc1[nH]nc2c1C(c1ccc(F)cc1)C(C#N)=C(N)O2 (configuration not stated) | -6
O=C(Cc1cccs1)Nc1ccc(C(=O)O)cc1 | -5
C#CC1(O)CC(C)NCC1(C)CCC#N (configuration not stated) | -5
COc1cc(C2C(C(C)=O)=C(O)C(=O)N2CCc2ccc(OC)c(OC)c2)ccc1O (configuration not stated) | 1
Cc1c(N=Cc2c(O)n(C3CCCCC3)c(=O)[nH]c2=O)c(=O)n(-c2ccccc2)n1C | 1
O=C(O)COc1ccc(Br)cc1/C=N/O | 7
COC(=O)CC1SC(=O)NC1=O (configuration not stated) | -1
Clc1ccccc1Cn1nnc(-c2cccs2)n1 | 0
Nc1[nH]nc2nc(NCc3ccccc3)c3c(c12)CCN(Cc1ccccc1)C3 | -3
COc1cc(NC(=O)CSc2nnc(C)s2)cc(OC)c1 | 12
COc1ccc2cc3cc(C(=O)NCCN4CCN(Cc5ccccc5)CC4)oc3nc2c1 | 7
Clc1ccc(-c2nnc3sc(-c4ccc(Br)o4)nn23)cc1 | -64
CCOC(=O)NC(Nc1ncccn1)(C(F)(F)F)C(F)(F)F | -13
COC(=O)CN(c1ccccc1)S(=O)(=O)c1ccc(F)cc1 | -6
O=c1c2nnn(Cc3ccccc3)c2ncn1-c1ccccc1 | 4
CCCCOc1ccc(C(=O)NC)cc1 | -3
COc1ccccc1CN(CC(=O)NCC1CCCO1)C(=O)CNS(=O)(=O)c1ccc(C)cc1 (configuration not stated) | -1

12 records picked at random from the list so far, as already listed:
SMILES | Artemis inh
Clc1ccccc1Cn1nnc(-c2cccs2)n1 | 0
Clc1ccc(-c2nnc3sc(-c4ccc(Br)o4)nn23)cc1 | -64
Cc1[nH]nc2c1C(c1ccc(F)cc1)C(C#N)=C(N)O2 (configuration not stated) | -6
C#CC1(O)CC(C)NCC1(C)CCC#N (configuration not stated) | -5
O=C(Cc1cccs1)Nc1ccc(C(=O)O)cc1 | -5
CCCCOc1ccc(C(=O)NC)cc1 | -3
COc1cc(NC(=O)CSc2nnc(C)s2)cc(OC)c1 | 12
O=C(O)COc1ccc(Br)cc1/C=N/O | 7
Cc1cc(C)nc(NS(=O)(=O)c2ccc(NC(=S)NC(=O)CC(C)C)cc2)n1 | -2
COc1cc(C2C(C(C)=O)=C(O)C(=O)N2CCc2ccc(OC)c(OC)c2)ccc1O (configuration not stated) | 1
COc1ccc(NC(=O)CSc2nc(C)cc(C)n2)cc1 | 0
COC(=O)CN(c1ccccc1)S(=O)(=O)c1ccc(F)cc1 | -6

Remaining list, next part.
SMILES | Artemis inh
Clc1ccc(Cl)c(OCc2cc(-c3ccccc3Cl)on2)c1 | -2
CCOc1nc(OCC)nc(N2CCC(C)CC2)n1 | -2
CCCCC(c1nnnn1CCOC)N1CCN(c2cccc(OC)c2)CC1 (configuration not stated) | -3
CCc1ccccc1N1C(=O)C2CC=CCC2C1=O (configuration not stated) | 1
OC(c1cccs1)c1nccc2ccccc12 (configuration not stated) | -1
O=C(Cc1nn[nH]n1)NCCC1=CCCCC1 | -7
CC(c1ccco1)N(C(=O)COc1ccc(Cl)cc1)c1ccccn1 (configuration not stated) | -6
Cc1ccccc1NC(=S)NCc1cccs1 | 0
O=c1c2ccccc2ncn1CCCSc1ccc(Cl)cc1 | 1
O=C(Cn1nnc2ccccc21)C1CC1 | 3
COc1ccccc1NC(=O)C1=C(C)Nc2ncnn2C1c1cccs1 (configuration not stated) | 4
CC/C(C)=N/Nc1nc2sc3c(c2c(=O)[nH]1)CC(C)(C)OC3 | -10
Cc1cc(OC(C)C)nc(NCc2ccccc2)n1 | -5
CC(C)[C@H](NC(=O)OCc1ccccc1)C(=O)OCC(=O)NC1CCCCC1 | -2
COc1cccc(-n2cc3c(=O)n(C)c(=O)n(C)c3c2)c1 | -5
COc1ccc(S(=O)(=O)NC(CC(=O)NCc2ccco2)c2ccco2)cc1 (configuration not stated) | -1
COc1ccc(Cn2nnnc2C(c2ccc(F)cc2)N2CCN(C3CCCC3)CC2)cc1 (configuration not stated) | 2
CN(C)c1nc(Oc2ccc(=O)[nH]n2)nc(N2CCOCC2)n1 | -1
OC1(CN2CCOCC2)C2CN3CCN(C2)CC1(c1ccccc1)C3 (configuration not stated) | -9
Cc1occc1-c1nnc(SCC(=O)NCc2cccs2)n1CC1CCCO1 (configuration not stated) | 0
CCC(=O)Nc1ccc2nc(C3CC3)n(Cc3ccccc3)c(=O)c2c1 | -6
O=C1COc2ccc(C(=O)COC(=O)c3ccc4ccccc4n3)cc2N1 | 10
CCCCCCC1CC(CCC(=O)Nc2ccc([N+](=O)[O-])cc2)C(=O)O1 (configuration not stated) | -6
Cc1cccc(C)c1NC(=O)CCCN1CC(C)OC(C)C1 (configuration not stated) | 6
CCOc1cc(C)c(Cl)cc1S(=O)(=O)N1CCCC1 | -3

(cont.)
SMILES | Artemis inh
Cc1ccc(S(=O)(=O)NCC2CCC(C(=O)NCc3ccco3)CC2)cc1 (configuration not stated) | 1
CCOC(=O)c1ccccc1NC(=O)c1ccccc1N(C)S(C)(=O)=O | -1
O=C(NCc1ccco1)C(c1ccncc1)N(CCC1=CCCCC1)C(=O)Cn1nnc2ccccc21 (configuration not stated) | 6
CCOC(=O)C1=C(c2ccccc2)N=C2SCC(=O)N2C1c1ccc2c(c1)OCO2 (configuration not stated) | 2
Cc1nc(NCCc2ccccc2F)c(C#N)c(C)c1[N+](=O)[O-] | 3
COc1ccc(N2CC(C(=O)Nc3ncccc3C)CC2=O)cc1 (configuration not stated) | -2
O=C(NCCCn1ccnc1)Nc1cccc2ccccc12 | -7
Cc1cc(Cl)ccc1N1C(=O)CC(SCCC(=O)O)C1=O (configuration not stated) | -4
CCc1nccn1S(=O)(=O)c1ccc2ccccc2c1 | 14
CC(C)OC(=O)C(C#N)c1nc2ccccc2nc1N1CCN(Cc2ccccc2)CC1 (configuration not stated) | 13
CCOC(=O)c1ccc(COC(=O)c2cc3ccccc3oc2=O)o1 | -8
Cc1cc(C(=O)OCc2nnc(-c3ccccc3)o2)c(C)n1-c1ccccc1 | 12
CCCN1CCN(CCCNC(=O)C2CCCN(c3nnc(-n4cccc4)s3)C2)CC1 (configuration not stated) | -2
COc1ccc(OC)c(NC(=O)CSc2ccc3ccccc3c2)c1 | 9
Cc1nc2nc[nH]n2c(=O)c1NC(=O)c1cccc(OCC(C)C)c1 | -1
O=C1C2C(c3ccccc3)C=CC(c3ccccc3)C2C(=O)N1c1ccncc1 (configuration not stated) | 0
Cc1cc(N)n(-c2nc(-c3cccnc3)nc3ccccc23)n1 | 7
C/C(=N\NC(=O)c1c(Br)c(C)nn1C)c1ccc(NC(=O)C(C)Oc2ccc(Cl)cc2C)cc1 (configuration not stated) | 9
O=C(CSc1nc2ncccc2[nH]1)c1ccc(F)cc1 | 2
Cc1nc2c(F)c(F)c(C(F)(F)F)c(F)c2[nH]1 | 0
CC(C)c1cc[n+](-c2nc([O-])sc2C=O)cc1 | -6
Cc1nc2ccc(NC(=O)Cc3ccsc3)cc2s1 | 1
CCn1c(SCC(=O)Nc2ccc3c(c2)OCO3)nc2c1c(=O)n(C)c(=O)n2C | -5
O=C(CN(c1ccc2c(c1)OCCO2)S(=O)(=O)c1ccccc1)Nc1ccc2c(c1)OCO2 | 8
CCOC(=O)c1cnn(-c2cc(Oc3cccc(C)c3)ncn2)c1N | -2

The list goes on.
SMILES | Artemis inh
C=C(C)Cn1c(SCC)nc2ccccc2c1=O | -11
CC(C)CCNC(=O)C1CCCN(S(=O)(=O)c2ccc(F)cc2)C1 (configuration not stated) | -8
O=C1OC(C(=O)Nc2nccs2)Cc2ccccc21 (configuration not stated) | 5
CCOc1ccc(N(Cc2cc3cc(OC)ccc3[nH]c2=O)C(=O)C2CCCO2)cc1 (configuration not stated) | 15
COc1ccc(S(=O)(=O)N2CCCCC2)cc1C(C)C | 3
O=S(=O)(Cc1ccc(Cl)cc1)c1ccccc1-c1nnc(-c2ccc(Cl)cc2)o1 | 3
O=C(CCN1CCCCC1)c1ccc2c(c1)OCO2 | -5
O=C(Nc1ccon1)c1sc2cc(F)ccc2c1Cl | 0
C=CCc1c(C)nn(CC(=O)O)c1-c1ccccc1 | -7
O=c1[nH]ncc2c3ccccc3n(Cc3ccccc3)c12 | -2
CCOc1cc(C2C(C(=O)OC)=C(C)N=C3SCCC(=O)N32)ccc1OC(C)=O (configuration not stated) | -2
Cn1ncc2c1ncn1nc(COc3ccc4ccccc4c3)nc21 | 0
CCOc1ccc(C(=O)N2CCN(c3ccccc3)CC2)cc1OCC | 4
COc1ccc(N=C2S/C(=C\c3ccco3)C(=O)N2CC(C)C)cc1 | 6
COCCn1nnnc1CN1CCN(c2cccc(C(F)(F)F)c2)CC1 | -4
O=C(CSc1ncn[nH]1)c1ccco1 | -10
COC(=O)Cn1c(C)nc2c(sc3nc(C)cc(C)c32)c1=O | -8
CC(C)(C)OC(=O)NCC(=O)N1CCC(C(=O)O)CC1 | 2
COC(=O)c1sccc1NC(=O)c1cc(-c2ccc(C)cc2)nc2ccccc12 | -1
O=C(CNS(=O)(=O)c1cccs1)N1CCc2ccccc2C1 | -2
C=C(C)c1cccc(C(C)(C)NC(=O)N2CCN(CC(N)=O)CC2)c1 | -5
O=C(COC(=O)c1ccccn1)Nc1ccc(S(=O)(=O)N2CCOCC2)cc1 | -9
CCN1C2=NCCCN2c2ccccc21 | -4
CCOc1ccc(N2CC(C(=O)NCCc3ccc(OC)c(OC)c3)CC2=O)cc1 (configuration not stated) | -10
O=C(CCc1ccccc1)Nc1nc2n(n1)C(c1ccc(Cl)cc1)CC(=O)N2 (configuration not stated) | 2

Continuation:
SMILES | Artemis inh
CCOCc1cc(C2NC(=O)NC(C)=C2C(=O)OCC)ccc1OC (configuration not stated) | -6
O=c1[nH]c(/C(=N\O)c2ccccc2)no1 | 22
CCc1cccc(OCCCCN(CC)CC)c1 | 2
CCn1c(COc2ccccc2C)nc2ccccc21 | -8
CCCN(CC1CC1)C(=O)CSc1nnc(-c2cc(-c3cccs3)nc3ccccc23)o1 | 13
CCOC(=O)c1cnc2sc3c(n2c1=O)CCCC3 | -8
O=C(CCc1ccccc1)Nc1nncs1 | -13
O=[N+]([O-])c1ccc2c(c1)C(N1CCOCC1)/C(=C/COc1ccc(F)cc1)O2 (configuration not stated) | -4
COc1ccc(-c2ccc(CCC(=O)O)n2NC(=O)c2cccs2)cc1 | 3
COC(=O)c1cn(CC(=O)NCc2cccs2)c2ccccc12 | 1

8 compounds already listed, arranged by formula weight, descending:
SMILES | Artemis inh
COc1ccc(S(=O)(=O)NC(CC(=O)NCc2ccco2)c2ccco2)cc1 (configuration not stated) | -1
Clc1ccc(-c2nnc3sc(-c4ccc(Br)o4)nn23)cc1 | -64
O=C1C2C(c3ccccc3)C=CC(c3ccccc3)C2C(=O)N1c1ccncc1 (configuration not stated) | 0
CCOC(=O)c1ccccc1NC(=O)c1ccccc1N(C)S(C)(=O)=O | -1
CCOCc1cc(C2NC(=O)NC(C)=C2C(=O)OCC)ccc1OC (configuration not stated) | -6
COc1cc(NC(=O)CSc2nnc(C)s2)cc(OC)c1 | 12
C#CC1(O)CC(C)NCC1(C)CCC#N (configuration not stated) | -5
CC(C)Cc1n[nH]c(=O)[nH]1 | 0

Some of the compounds tested; rates above refer to the full screens.
